Exocytosis inh – blocks lytic granule exocytosis. 360,000 compounds, 0.66% hits. inhibition, % at 10 µM. TALL-104 LAMP-1 surface exposure, flow cytometry; cells stimulated with thapsigargin and PMA;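 active = inhibition above about 55%, limit read from the data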
NOD2 RIPK2 PPI – NOD2-RIPK2 protein interaction inhibition | CHO BLA complementation NOD2-RIPK2, CCF4 ratio | 360,000 compounds, 0.38% hits | O43353 | inhibition, % at 4.98 µM; in the data active = inhibition above about 21%;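 also: 0% = vehicle only and 100% = reference blocker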
ABHD5-PLIN5 inh – ABHD5-PLIN5 protein interaction inhibition. Q00G26+Q8WTS1. Split G. princeps luciferase complementation, luminescence, 4 h. inhibition, % at 4 µM. 360,000 compounds, 0.78% hits;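 active = inhibition above the mean inhibition across every tested compound plus 3 SD, cut at about 22% in these data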;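 also: 0% = DMSO only wells and the 100% control is not disclosed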
Target sequence (Q00G26 whole entry, looked up): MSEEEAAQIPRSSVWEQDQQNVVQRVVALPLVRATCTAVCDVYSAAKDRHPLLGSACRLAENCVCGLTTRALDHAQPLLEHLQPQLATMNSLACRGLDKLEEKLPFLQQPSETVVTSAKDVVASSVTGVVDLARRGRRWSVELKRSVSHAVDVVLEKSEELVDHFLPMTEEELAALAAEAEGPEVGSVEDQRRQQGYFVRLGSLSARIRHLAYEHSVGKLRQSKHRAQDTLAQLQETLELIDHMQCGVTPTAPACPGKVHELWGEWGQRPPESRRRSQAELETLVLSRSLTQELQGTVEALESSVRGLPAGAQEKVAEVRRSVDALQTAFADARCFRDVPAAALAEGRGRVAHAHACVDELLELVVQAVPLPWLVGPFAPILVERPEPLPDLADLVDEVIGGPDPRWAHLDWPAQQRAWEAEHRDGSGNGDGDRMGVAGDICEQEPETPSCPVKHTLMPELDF
Target sequence (Q8WTS1 whole entry, looked up): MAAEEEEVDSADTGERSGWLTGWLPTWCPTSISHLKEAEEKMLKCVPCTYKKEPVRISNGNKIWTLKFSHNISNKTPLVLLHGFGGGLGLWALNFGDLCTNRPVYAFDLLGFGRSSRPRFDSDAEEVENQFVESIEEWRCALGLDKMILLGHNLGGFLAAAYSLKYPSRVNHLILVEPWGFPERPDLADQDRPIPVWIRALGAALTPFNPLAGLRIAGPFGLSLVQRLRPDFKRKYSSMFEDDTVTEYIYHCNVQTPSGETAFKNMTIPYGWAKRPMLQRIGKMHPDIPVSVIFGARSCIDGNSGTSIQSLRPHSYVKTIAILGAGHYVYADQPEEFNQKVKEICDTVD
SRC1 inh – inhibits human SRC1 coactivator | AID 588354 | Q15788 | 360,000 compounds, 0.12% hits | HEK293 GAL4-SRC1 luciferase reporter, luminescence | inhibition, % at 3.6 µM;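 active = inhibition above the campaign mean plus 3 SD, with each screening campaign given its own cutoff, cut at about 60% in these data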;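 also: 0% = DMSO treated cells and 100% = gossypol at 36 µM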
NCOA2 inhibitor – inhibits human steroid receptor coactivator 2 | Q15596 | HEK293 GAL4-SRC2 luciferase reporter, luminescence | inhibition, % at 9 µM | 370,000 compounds, 0.17% hits;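 active = inhibition above the mean inhibition of all tested compounds plus 3 SD, set per campaign, cut at about 52% in these data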;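 also: 0% = DMSO treated cells and 100% = cells given Gossypol at 36 µM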
NR5A2 inv ag – inverse agonists of human LRH-1 (NR5A2) | O00482 | HEK293T StAR-luciferase reporter, LRH-1 transfected, 24 h | inhibition, % at 3.6 µM | 360,000 compounds, 0.13% hits | AID 602396;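 active = inhibition above the mean inhibition of all tested compounds plus 3 SD, cut at about 73% in these data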;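 also: 0% = DMSO wells and 100% = reporter-only cells lacking LRH-1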
NCOA3 inh – inhibitors of human steroid receptor coactivator 3 (SRC3); Q9Y6Q9; inhibition, % at 3.6 µM; AID 588352; HEK293 GAL4-SRC3 luciferase reporter, luminescence; 360,000 compounds, 0.17% hits;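 active = inhibition above a per-campaign cutoff, the mean of all compounds plus 3 SD, cut at about 60% in these data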;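 also: 0% = DMSO-treated cells and 100% = gossypol-treated cells at 36 µM; higher means less SRC3-driven luciferase light from the GAL4 reporter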
TLR9-MyD88 block – TLR9-MyD88 interaction inhibition | Q9NR96+Q99836 | CHO BLA complementation TLR9-MyD88, CCF4 FRET ratio | inhibition, % at 4.98 µM | 340,000 compounds, 0.21% hits | AID 504734;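 active = inhibition above the mean over all tested compounds plus 3 SD, cut at about 21% in these data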;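 also: 0% = DMSO only wells and 100% = clavulanate BLA inhibitor control wells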
TROY NFkB inh – blocks TROY-dependent signaling in reporter cells. Q293 LMP1-TROYcd NF-kB luciferase reporter, 4 h. inhibition, % at 10 µM. 360,000 compounds, 0.98% hits. AID 1347056;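 active = compounds whose plate-normalised and pattern-corrected inhibition of the luciferase reporter signal at the single screening dose is 50% or more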
COUP-TFII inh – blocks human COUP-TFII nuclear receptor | inhibition, % at 8.6 µM | 370,000 compounds, 0.7% hits | HEK293T NGFI-A luciferase reporter, luminescence | P24468;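 active = inhibition above a per-plate cutoff, mean inhibition of test wells between control levels plus 3 SD, cut at about 38% in these data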;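 also: cells cotransfected with COUP-TFII expression vector driving the NGFI-A reporter; 0% = median of COUP-TF2 test wells and 100% = reporter-only cells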
TWEAK-Fn14 inh – blocks TWEAK-Fn14 interaction in a reporter cell assay; TWEAK-stimulated Fn14 reporter cells, luciferase luminescence, 8 h; inhibition, % at 10 µM; 360,000 compounds, 2% hits; in the data active = inhibition above about 50%
Starred values were filed as active, the others as inactive; / = no result given. These rows are one share of the data (hit frequency here may not be typical).

SMILES	Exocytosis inh	NOD2 RIPK2 PPI	ABHD5-PLIN5 inh	SRC1 inh	NCOA2 inhibitor	NR5A2 inv ag	NCOA3 inh	TLR9-MyD88 block	TROY NFkB inh	COUP-TFII inh	TWEAK-Fn14 inh
O=C(O)CCc1nn2c3ccccc3n(CC(=O)O)c2nc1=O	7	-1	12	-12	-29	15	14	-5	-20	-9	8
CCOC(=O)c1nnn(-c2nonc2N)c1CN1CCCC1	3	-1	0	-2	-14	4	-10	3	8	-9	-15
Cc1ccc(SCC(=O)N2CCc3ccccc32)cc1	-3	-8	4	-49	-36	-74	-59	5	-24	-26	-31
CC(C)(C)c1ccc(C(=O)N2CCC(C(=O)NCCC3=CCCCC3)CC2)cc1	1	1	-3	-5	-31	-5	-2	-3	16	3	12
Cc1cc(C)n(CC(=O)NNC(=O)CCCOc2ccc(Cl)cc2C)n1	-2	-5	-3	7	4	11	9	-2	7	15	4
C=CCOC(=O)C1=C(C)OC(N)=C(C#N)C1c1ccc2c(c1)OCO2 (stereo not given)	-12	-12	-2	-2	25	2	14	12	-14	-12	5
CC(O)(C#CCN1CCOCC1)c1ccccc1 (stereo not given)	-1	8	0	-11	-5	4	-5	-3	-24	-6	-8
CC1(C)Cc2c(sc3c2c(N)nc(=S)n3Cc2ccc(Br)cc2)CO1	2	6	3	4	-11	3	4	2	-18	8	-36
CCOC(=O)/C=C/[C@H]1Cc2ccccc2CO1	-3	-8	3	9	11	10	4	-3	-17	6	0
CCCn1c(N)c(Sc2ccc(Cl)cc2)c(=O)n(CCC)c1=O	-1	4	1	-2	-4	-22	21	0	-12	15	-6
CSc1ccc(CN(C)Cc2nc3cc(C(F)(F)F)ccc3c(=O)[nH]2)cc1	8	-26	10	-4	8	15	7	-10	-9	-1	-16
COc1ccc(NC(=O)c2oc3ccccc3c2NC(=O)c2ccco2)cc1	-1	5	3	-18	-18	15	11	-1	7	2	55*
Cc1ccc(NC(=O)CSc2nc(N)cc(=O)[nH]2)cc1S(=O)(=O)N1CCCCC1	-2	1	-9	12	5	-37	-25	4	1	0	7
C=CCNC(=O)c1ccccc1NC(=O)c1ccccc1SC	-2	-11	5	0	-18	21	14	1	10	-9	0
CNC(=O)CSc1cnc2ccccc2n1	3	-11	-4	-13	9	1	3	-3	-16	10	-5
CCCCN(C(=O)c1cc(S(=O)(=O)N2CCCCCC2)ccc1OC)c1c(N)n(CCC)c(=O)[nH]c1=O	5	-9	11	0	5	-1	5	2	-4	17	-7
CCC(C)NC(=S)Nc1ccc(C(=O)OC)cc1 (stereo not given)	8	-10	0	12	15	-20	-8	-8	-32	39*	28
CCOC(=O)C1(C)CCCN1C(=O)c1cccc(F)c1 (stereo not given)	-4	-5	2	1	-16	9	1	/	-1	0	11
COc1ccc(C)cc1NC(=O)ON=C1CCCCC1	0	3	4	-34	-10	3	-51	/	-6	17	-19
CC(C)Oc1ccc2ccccc2c1CNC[C@H]1O[C@@H](n2ccc(N)nc2=O)[C@H](O)[C@@H]1O	-4	3	1	-5	-13	7	4	2	2	0	15
Cc1cccn2c(CN3CCCN(C=O)CC3)c(C(=O)N(C)CCc3ccccc3)nc12	1	0	-1	1	-2	-14	15	-1	14	9	4
COc1cccc(NC(=O)COc2cccc3c2CCNC3=O)c1	-1	2	-5	-6	-14	19	14	-2	-12	-6	-11
Cc1ccccc1N1C(=O)c2cc(S(N)(=O)=O)c(Cl)cc2NC1C (stereo not given)	0	-8	-2	0	10	-7	1	-10	3	-15	-5
Cc1ccc(CSCc2ccc(C(=O)NC3CCCC3)o2)cc1	1	-1	-3	-30	9	4	16	-6	-6	16	-1
Cc1ccc(N2C(=O)SC(N(CC(=O)O)c3cccc(C)c3)C2=O)cc1 (stereo not given)	-3	-15	-18	-14	-24	-45	-11	0	45	-34	29
CC(=O)c1ccc(N2C(=NC(=O)CCc3ccccc3)SC3CS(=O)(=O)CC32)cc1 (stereo not given)	-2	-4	0	0	1	-10	9	5	-23	-13	-12
COc1ccc(S(=O)(=O)NCC2(N3CCOCC3)CCCCC2)cc1OC	8	8	-9	1	-6	-21	-18	1	8	-16	14
CCn1c2ccccc2c2cc(N=C3SC(CC(=O)Nc4ccccc4)C(=O)N3C)ccc21 (stereo not given)	7	2	-2	11	-6	-5	-11	3	21	7	-1
CC1CC=C(c2ccccc2)C(=S)N1 (stereo not given)	5	-9	-7	4	-23	-4	17	-5	9	9	0
Nn1c(SCC(=O)NCc2ccccc2)nnc1C1CC1	-1	0	2	-1	12	23	22	2	3	9	10
Cc1cccc(C(=O)N2N=C(c3ccc(NS(C)(=O)=O)cc3)CC2c2cccs2)c1 (stereo not given)	-2	-5	-6	12	-4	13	-10	-3	16	-1	17
Cc1cc(NS(=O)(=O)c2ccc(NC(=O)c3ccco3)cc2)no1	0	3	-2	11	3	-1	13	-6	4	-12	-2
O=C(CCl)N(Cc1ccccc1)c1ccccc1	-2	0	1	-2	37	26	17	3	-27	18	24
CCCCCCCCN1C(=O)[C@H](CC(=O)NCc2cccc3ccccc23)C[C@@]2(C(=O)OC)CCCCC=C12	5	-13	0	/	-12	30	/	/	-15	8	-2
O=C(Cn1nnc2ccccc21)c1ccc(Cl)cc1	2	-4	10	-26	-2	-54	-1	-10	-33	0	-9
Cn1nnnc1SCC(=O)N1N=C(c2cccs2)CC1c1cccs1 (stereo not given)	-3	3	-3	-11	-12	-9	13	1	5	-3	9
CCCN(C(=O)Cc1coc2cc(OC)ccc12)C1CCS(=O)(=O)C1 (stereo not given)	8	-1	-2	-4	-6	-8	4	14	-12	3	-2
Cc1cc(C)n2nc(CNS(=O)(=O)c3ccc(CC(C)C)cc3)nc2n1	1	1	4	-1	-6	9	-19	-3	-3	9	0
C1CN(c2nc3nonc3nc2N2C[C@H]3CC[C@H]2C3)CCS1	-3	-9	4	-6	-8	-16	25	1	-3	7	17
CC1(C(=O)Nc2ccc3nc[nH]c3c2)CCN1C(=O)C1(c2ccccc2)CC1 (stereo not given)	-2	-3	1	4	-7	-42	-18	/	4	8	-3
CC(=O)Nc1cc(C(=O)CSc2nnc(C3CC3)n2C2CC2)ccc1O	-2	-9	12	3	-16	18	-39	-6	8	-2	2
Cc1ccc(OCCNC(=O)CCNS(=O)(=O)c2ccc(C)cc2)cc1	-7	-3	-6	5	-2	3	19	8	-12	1	-7
O=C1COc2ccc(S(=O)(=O)N3CCCC3)cc2N1	15	-3	2	8	6	16	-1	-3	-3	9	21
CO/N=C(/c1nonc1N)N1CCN(c2ccc([N+](=O)[O-])cc2)CC1	1	-5	2	4	22	37	7	6	-15	10	-9
O=C(CN1C(=O)c2ccccc2S1(=O)=O)Nc1ccc(S(=O)(=O)Nc2ncccn2)cc1	2	-8	12	-2	8	-14	-20	1	-28	-9	-7

A different layout for 16 compounds above.
The line under a structure holds: Exocytosis inh	NOD2 RIPK2 PPI	ABHD5-PLIN5 inh	SRC1 inh	NCOA2 inhibitor	NR5A2 inv ag	NCOA3 inh	TLR9-MyD88 block	TROY NFkB inh	COUP-TFII inh	TWEAK-Fn14 inh
COc1ccc(S(=O)(=O)NCC2(N3CCOCC3)CCCCC2)cc1OC
  8	8	-9	1	-6	-21	-18	1	8	-16	14
CCn1c2ccccc2c2cc(N=C3SC(CC(=O)Nc4ccccc4)C(=O)N3C)ccc21 (stereo not given)
  7	2	-2	11	-6	-5	-11	3	21	7	-1
CC1CC=C(c2ccccc2)C(=S)N1 (stereo not given)
  5	-9	-7	4	-23	-4	17	-5	9	9	0
Nn1c(SCC(=O)NCc2ccccc2)nnc1C1CC1
  -1	0	2	-1	12	23	22	2	3	9	10
Cc1cccc(C(=O)N2N=C(c3ccc(NS(C)(=O)=O)cc3)CC2c2cccs2)c1 (stereo not given)
  -2	-5	-6	12	-4	13	-10	-3	16	-1	17
Cc1cc(NS(=O)(=O)c2ccc(NC(=O)c3ccco3)cc2)no1
  0	3	-2	11	3	-1	13	-6	4	-12	-2
O=C(CCl)N(Cc1ccccc1)c1ccccc1
  -2	0	1	-2	37	26	17	3	-27	18	24
CCCCCCCCN1C(=O)[C@H](CC(=O)NCc2cccc3ccccc23)C[C@@]2(C(=O)OC)CCCCC=C12
  5	-13	0	/	-12	30	/	/	-15	8	-2
O=C(Cn1nnc2ccccc21)c1ccc(Cl)cc1
  2	-4	10	-26	-2	-54	-1	-10	-33	0	-9
Cn1nnnc1SCC(=O)N1N=C(c2cccs2)CC1c1cccs1 (stereo not given)
  -3	3	-3	-11	-12	-9	13	1	5	-3	9
CCCN(C(=O)Cc1coc2cc(OC)ccc12)C1CCS(=O)(=O)C1 (stereo not given)
  8	-1	-2	-4	-6	-8	4	14	-12	3	-2
Cc1cc(C)n2nc(CNS(=O)(=O)c3ccc(CC(C)C)cc3)nc2n1
  1	1	4	-1	-6	9	-19	-3	-3	9	0
C1CN(c2nc3nonc3nc2N2C[C@H]3CC[C@H]2C3)CCS1
  -3	-9	4	-6	-8	-16	25	1	-3	7	17
CC1(C(=O)Nc2ccc3nc[nH]c3c2)CCN1C(=O)C1(c2ccccc2)CC1 (stereo not given)
  -2	-3	1	4	-7	-42	-18	/	4	8	-3
CC(=O)Nc1cc(C(=O)CSc2nnc(C3CC3)n2C2CC2)ccc1O
  -2	-9	12	3	-16	18	-39	-6	8	-2	2
Cc1ccc(OCCNC(=O)CCNS(=O)(=O)c2ccc(C)cc2)cc1
  -7	-3	-6	5	-2	3	19	8	-12	1	-7

Next section:
SMILES	Exocytosis inh	NOD2 RIPK2 PPI	ABHD5-PLIN5 inh	SRC1 inh	NCOA2 inhibitor	NR5A2 inv ag	NCOA3 inh	TLR9-MyD88 block	TROY NFkB inh	COUP-TFII inh	TWEAK-Fn14 inh
COc1cccc(-c2cnc(C(O)c3ccc(OC)c(F)c3)[nH]2)c1 (stereo not given)	-3	11	7	-5	1	15	-4	/	-12	-13	-5
CCN(CC(=O)Nc1ccccc1C(F)(F)F)C(=O)CCc1ccccc1	9	-12	10	3	10	-2	7	3	6	8	7
O=C(CN1C(=O)c2cccnc2Oc2ccc(Cl)cc21)NC1CCCCCC1	0	-10	-3	-13	9	-18	-6	-8	10	3	9
CC(C)(C)n1ncc2c(=O)n(Cc3ccc(Cl)cc3)cnc21	0	2	-2	-9	16	-7	0	9	49	3	68*
Cc1ccc(NC(=O)C2COc3ccccc3O2)cc1S(=O)(=O)N1CCOCC1 (stereo not given)	-4	1	-14	11	-13	-31	1	14	4	-18	4
Cc1c(N)cccc1-n1cnnn1	-2	2	3	4	6	-10	1	-1	-2	-7	-7
COC(=O)c1cc(NC(=O)c2ccco2)ccc1N1CCOCC1	-7	9	-4	15	11	-8	10	-2	3	-18	6
O=C(CN(C(=O)c1csnn1)c1ccc(F)cc1)NCc1ccc(F)cc1	2	2	9	-1	-32	8	11	-9	2	1	7
COc1ccc(C2=NNC(c3cccnc3)=Nc3ccccc32)cc1	-2	6	-3	3	-23	-2	2	-8	-5	4	-12
